# High-throughput results as filed in PubChem BioAssay.
# Growth percent in the NCI-60 one-dose screen (48 h, 10 µM unless noted): 100 = growth as untreated, 0 = no growth, -100 = all killed.
# COLO 205: COLO 205 colon cancer; hit rate 7.3% among 79,000
# HT29: HT29 colon cancer. hit rate 7.4% among 81,000. AID 1794748
# NCI/ADR-RES: NCI/ADR-RES ovarian cells | hit rate 4.4% among 81,000 | AID 1794790
# HCT-15: HCT-15 colon cancer. hit rate 5.2% among 82,000. AID 1794746
# HCT-116: HCT-116 colon cancer | AID 1794798 | hit rate 7.3% among 82,000
# NCI-H460: NCI-H460 lung cancer; AID 1794736; hit rate 6.8% among 82,000
# NCI-H522: NCI-H522 lung cancer. hit rate 8% among 78,000
# NCI-H322M: NCI-H322M lung cancer; AID 1794733; hit rate 2.7% among 80,000
# NCI-H226: NCI-H226 lung cancer | hit rate 3.5% among 79,000
# An asterisk follows results filed as active; nt = not tested or not shown; & = joins results of further samples. The calls were made as follows: active = growth percent below 10; inactive = the rest. An excerpt (hit frequency here may not be typical).
# The first two entries as a preview:
SMILES,COLO 205,HT29,NCI/ADR-RES,HCT-15,HCT-116,NCI-H460,NCI-H522,NCI-H322M,NCI-H226
O=C(/C=C/c1ccc([N+](=O)[O-])cc1)Nc1cccc(S(=O)(=O)F)c1,111.6,98.1,111.7,97.1,101.1,103.1,95.9,nt,96.2
CCCCC1(CCC(C)C)C(=O)NC(=O)NC1=O,109.2,89.2,104.3,101.0,102.9,108.9,79.9,101.3,100.5

# Results, from the start:
SMILES,COLO 205,HT29,NCI/ADR-RES,HCT-15,HCT-116,NCI-H460,NCI-H522,NCI-H322M,NCI-H226
O=C(/C=C/c1ccc([N+](=O)[O-])cc1)Nc1cccc(S(=O)(=O)F)c1,111.6,98.1,111.7,97.1,101.1,103.1,95.9,nt,96.2
CCCCC1(CCC(C)C)C(=O)NC(=O)NC1=O,109.2,89.2,104.3,101.0,102.9,108.9,79.9,101.3,100.5
O[C@H](c1ccccc1)[C@@H](c1ccccc1)N1CCOCC1,119.1,106.9,107.6,102.0,96.9,107.6,94.0,100.7,100.7
NCCc1cc(O)c(O)cc1O,105.6,98.8,100.7,97.6,95.3,111.8,-11.5*,nt,99.1
COc1ccc(/C=C\c2cc(OC)c(OC)c(OC)c2)cc1NC(=O)/C=C/c1ccc(OC)c(OC)c1,-4.8*,15.7,-8.8*,29.7,25.0,22.0,11.1,68.2,35.9
O=C(O)c1nn(Cc2ccc(Cl)cc2)c2ccccc12,110.9,118.3,112.5,101.6,103.2,105.3,96.8,126.8,100.9
C#CC(O)(CC)CC,109.2,108.2,101.5,103.2,92.7,112.7,105.0,106.3,107.2
O=C(/C=C/c1cccc(Br)c1)c1nc2ccccc2n1Cc1ccc(F)cc1,79.3,7.1*,8.5*,-31.6*,-41.1*,33.1,59.4,75.8,14.5
Cc1cc(N(CCCl)CCCl)ccc1C=Nc1ccccc1-c1ccccc1,86.1,89.3,59.8,79.4,75.8,16.4,99.5,101.0,-38.8*
CCN(CC)CCc1ccc(O)cc1,113.1,101.0,103.4,118.8,101.4,105.5,109.4,124.1,113.6
CCCCC1(c2ccccc2)C(=O)NC(=O)NC1=O,108.0,93.4,101.3,106.2,112.0,107.1,92.0,100.8,101.7
Cc1c2cccc(F)c2c[n+]2ccccc12,91.5,99.7,111.5,100.2,112.5,104.5,94.2,109.2,89.7
CCCCCCCCCCCCOc1ccc(C(=O)Oc2ccc(CSP3(=O)OCC4OC(n5cnc6c(N)ncnc65)C(F)C4OP(=O)(O)OCC4OC(n5ccc(=O)[nH]c5=O)C(F)C4O3)cc2)cc1 (configuration not stated),nt,78.8,101.7,101.4,83.2,105.6,69.4,79.0,85.5
CC[C@H](C)[C@H](NC(=O)[C@H]1CCCCN1C)C(=O)N(C)[C@H](C[C@@H](OC(C)=O)c1nc(C(=O)N[C@@H](Cc2ccccc2)C[C@H](C)C(=O)O)cs1)C(C)C,-80.3*,-18.7*,12.2,9.6*,5.7*,11.0,-47.1*,51.5,11.6
C#C[C@](C)(O)CC,120.1,110.3,108.1,96.6,103.9,115.3,101.2,111.4,109.1
Nc1ccc(P(=O)(O)O)cc1,105.2&110.7,102.7&103.8,101.6&93.1,95.9&97.4,103.1&111.7,102.7&112.9,88.8&111.2,99.3&104.1,100.4&101.5
CN1CCN=C(c2ccccc2)c2cc(Cl)ccc21,113.9,111.3,97.7,100.0,98.7,103.3,88.9,105.4,78.3
CC(O)c1ccc(Br)cc1 (configuration not stated),112.4,102.7,114.4,100.6,101.1,111.6,108.6,137.4,110.7
NC(=O)OCC(CO)(c1ccccc1)c1ccccc1,105.4,97.9,107.8,98.8,92.1,106.8,98.8,nt,96.2
Clc1ccc(C(OCCN2CCCCC2)c2ccccc2)cc1 (configuration not stated),72.0,37.9,78.6,78.6,63.9,85.9,80.1,85.6,93.8
S=P(NCCSCc1ccccc1)(N1CC1)N1CC1,100.4,94.2,115.4,100.6,98.1,nt,82.8,101.9,104.5
CN(C)COC(=S)SP(=O)(Oc1ccc(Cl)cc1Cl)SC(=S)OCN(C)C,117.8,103.2,116.5,115.2,104.6,116.6,101.1,106.0,110.0
O=C(CCl)NC(O)C(Cl)(Cl)Cl (configuration not stated),132.1,109.6,110.2,107.5,103.8,109.8,nt,120.3,109.1
CC(C)(Br)C(=O)c1ccco1,130.2,103.9,112.6,94.2,115.0,104.4,104.1,103.7,97.8
CC1(CCO)C(=O)NC(=S)NC1=O,102.7,113.1,108.8,104.6,110.1,113.0,nt,120.2,108.1

# Later entries
SMILES,COLO 205,HT29,NCI/ADR-RES,HCT-15,HCT-116,NCI-H460,NCI-H522,NCI-H322M,NCI-H226
CC[C@@]1(O)C(=O)OCc2c1cc1n(c2=O)Cc2cc3ccccc3nc2-1,-38.0*,-31.8*,-2.5*,-18.7*,-12.5*,-25.8*,-49.0*,-19.4*,-54.0*
O=C1CCC(c2ccccc2)(c2ccccc2)C(=O)N1,125.9,105.7,93.8,107.2,104.7,102.6,89.4,99.3,99.8
C[C@]12CC[C@H](O)CC1=CC[C@@H]1[C@@H]2CC[C@]2(C)C(=O)CC[C@@H]12,93.4,81.5,99.1,99.7,91.6,107.9,48.0,91.0,101.6
CC1C(=O)NC(=O)NC1=O,99.5,86.3,102.8,107.7,99.8,105.2,86.6,104.4,111.6
Cc1c([N+](=O)[O-])cc([N+](=O)[O-])cc1S(=O)(=O)O,100.4,95.8,100.2,100.0,104.3,104.6,90.7,102.0,93.2
O=C(/C=C/c1sc(N(CCCl)CCCl)nc1Cl)c1ccc(F)cc1,99.7,102.1,103.6,98.3,80.9,103.4,80.1,81.8,85.7
C[C@@H]1C[C@@H]2[C@H](CC[C@]3(C)[C@@H](O)CC[C@@H]23)[C@@]2(C)CC[C@H](O)C[C@H]12,111.3,104.3,107.7,106.5,105.9,105.1,88.2,102.1,95.3
O=C1Nc2ccccc2C1(Cl)Cl,114.9,119.7,108.8,101.6,100.3,114.6,105.5,97.5,97.3
O=C1NC(=O)C(Br)(Br)C(=O)N1,95.6,114.1,104.6,95.7,102.4,103.6,90.1,101.7,102.1
CCC1(NC(=O)c2cc(F)c(F)c(F)c2F)C(=O)NC(=O)N(C(C)C)C1=O (configuration not stated),141.3,76.6,104.7,12.4,99.0,99.7,-5.6*,90.2,138.9
Cc1nc(CCN2CCCCC2)cs1,nt,91.1,103.1,104.8,88.2,103.5,72.0,99.0,92.9
COC(=O)CCn1c(-c2ccc(-n3cc(-c4ccc(O[C@H]5O[C@@H]6OC7(C)CC[C@H]8[C@H](C)CC[C@@H]([C@H]5C)[C@@]68OO7)cc4)nn3)cc2)nc2ccccc21,-26.6*,22.5,16.2,10.4,11.6,11.4,-22.8*,46.7,32.8
NC(=O)C(CCl)NCc1ccccc1 (configuration not stated),90.4,84.2,107.5,99.2,77.8,107.6,65.8,93.5,95.6
CCCCCCCCCC(=O)N[C@@](C)(CC)C(=O)N1CCC[C@H]1C(=O)N[C@@H](CC(C)C)C(=O)N[C@@](C)(CC)C(=O)N[C@@H](CCC(N)=O)C(=O)N[C@H](CCC(N)=O)C(=O)NC(C)(C)C(=O)NC(C)(C)C(=O)N[C@@H](CCC(N)=O)C(=O)N[C@H](CC(C)C)C(=O)N[C@H](CO)CC(C)C,-52.1*,-67.2*,-77.0*,-78.1*,-29.0*,-76.8*,-82.6*,-60.9*,-72.7*
CCN(CC)C(=O)C(CCN1CCCCC1)(c1ccccc1)c1ccccc1,101.2,86.3,99.3,102.9,79.1,101.9,90.9,94.2,88.8
CC/C(=C/c1ccc(OC)cc1)[N+](=O)[O-],-60.3*,3.0*,30.3,-35.4*,-81.3*,52.7,-47.7*,86.0,-12.5*
CC(=O)C(c1c(O)c2ccccc2oc1=O)c1cc(=O)oc2c1ccc1ccccc12 (configuration not stated),111.6,109.0,99.6,101.4,92.3,102.2,96.2,105.7,90.7
CCCCC(CC)C(=O)C(CCN(C)C)(c1ccccc1)c1ccccn1 (configuration not stated),81.3,nt,75.3,99.0,82.2,93.9,92.9,103.8,104.9
Cc1cc(N(CCCl)CCCl)ccc1C=Nc1ccc(-c2csc(Cc3ccccc3)n2)cc1,74.1,88.3,61.6,76.1,77.0,25.5,69.7,76.6,54.6
O=C1NC(=O)N(Cc2ccccc2)C(=O)C1Cc1ccccc1 (configuration not stated),111.9,114.3,111.4,98.4,105.1,113.5,108.5,89.8,117.3
N#CCCP(CCC#N)CCC#N,109.8,113.6,107.8,102.4,101.9,99.2,nt,102.3,98.4
c1ccc(CCN2CCCC2)nc1,101.2,100.9,103.3,106.8,99.2,100.6,89.4,102.5,94.3
CC(Cl)C(=O)c1ccc(N)cc1 (configuration not stated),120.5,113.5,111.0,94.4,103.3,100.5,89.0,94.0,109.9
COc1ccc(C(Cc2ccc(Cl)cc2)NCCO)cc1 (configuration not stated),81.4,58.8,87.2,95.9,78.1,102.7,48.2,85.0,100.2
CC(C#N)N1CCN(c2ccc(Cl)cc2)CC1 (configuration not stated),101.2,105.7,98.0,113.7,98.1,104.8,125.8,109.2,96.1

# (list continues)
SMILES,COLO 205,HT29,NCI/ADR-RES,HCT-15,HCT-116,NCI-H460,NCI-H522,NCI-H322M,NCI-H226
C[C@]12CCc3sc(NCCc4ccccc4)nc3C1=CC[C@@H]1[C@@H]2CC[C@]2(C)C(=O)CC[C@@H]12,90.6,34.3,70.2,22.5,21.2,72.8,44.1,91.9,84.1
C=CC[PH+](c1ccccc1)c1ccccc1.C=CC[PH+](c1ccccc1)c1ccccc1.[Pt+2].[S-]c1nc2ccccc2[nH]1.[S-]c1nc2ccccc2[nH]1,-36.7*,-30.4*,88.4,70.0,-29.7*,-6.8*,-44.2*,6.4*,-20.6*
OCCN1CCN(c2ccccc2Cl)CC1,105.0,113.1,107.5,104.9,106.0,106.2,105.3,112.9,103.1
Cc1cc[n+](CCC[n+]2ccc(C)cc2)cc1,112.5,102.5,110.8,112.0,112.8,95.2,107.7,113.5,108.1
N[C@H](C[C@H]1CC(Br)=NO1)C(=O)O,111.8,95.8,105.2,101.5,71.6,103.2,60.3,96.3,102.2
COc1cc(C=C2C(=O)NC(=O)NC2=O)ccc1O,108.9,99.2,97.5,102.6,101.6,108.2,96.9,116.7,96.1
CC(=O)C1CC2c3ccccc3C1c1ccccc12 (configuration not stated),104.9,101.8,104.5,102.9,104.7,101.6,92.0,94.9,94.3
CC(C#N)c1ccccc1 (configuration not stated),107.1&109.5,109.5&99.4,103.7&100.5,105.3&98.2,100.8&92.9,105.7&102.3,102.2&83.7,103.6&97.1,105.2&98.1
CC(=O)Nc1nc(CCl)cs1,100.5,101.0,100.7,102.8,91.5,114.1,84.3,96.6,96.6
CCOP(=O)(Cc1ccc(C#N)cc1)OCC,108.2,92.2,108.1,108.3,84.5,108.0,75.0,103.7,108.5
CC12OOC(C)(OO1)C2CCC(=O)OCCNc1ccnc2cc(Cl)ccc12 (configuration not stated),-54.4*,-59.8*,53.2,-73.2*,1.0*,45.2,-79.2*,96.6,98.0
CC(=O)Oc1ccccc1C(=O)NCCC[Se]C#N,111.6,91.1,14.4,-30.6*,0.1*,1.9*,65.2,2.7*,-22.8*
CC(=O)O[C@@H]1CC[C@]2(C)[C@H]3CC[C@]4(C)C(=O)CC[C@H]4[C@@H]3C[C@@H]3SC(N)=N[C@@]32C1,48.8,10.2,44.0,35.2,32.7,38.7,8.3*,89.7,83.4
COCCCNP1(=O)OCC(C)([N+](=O)[O-])CO1 (configuration not stated),99.8,nt,111.6,107.6,111.2,115.8,137.2,114.9,115.4
CCC1(CC(C)C)C(=O)NC(=S)NC1=O,105.2&109.2,106.0&101.6,100.8&117.4,101.6&114.1,102.7&114.5,102.8&112.9,97.9&105.2,118.9&119.5,105.6&99.4
Cc1cccc(NP2(=O)NCCCN2)c1,112.5,103.0,114.7,114.4,105.7,112.2,109.2,104.6,104.5
CCCCCCCCOP(=O)(OCCCCCCCC)C(O)C(Cl)(Cl)Cl (configuration not stated),108.4,94.9,102.7,92.1,95.3,105.5,78.8,102.3,101.4
Clc1ccc(-c2nc(-c3ccc(Cl)cc3)nc(N3CC3)n2)cc1,111.2,89.8,94.5,85.8,87.8,96.3,92.0,85.7,93.1
O=C(O)c1cc(I)cc(I)c1I,116.1,94.2,108.7,104.5,102.6,106.2,98.1,100.1,92.0
COC(=O)[C@@H](C)C[C@H](Cc1ccc(F)cc1)NC(=O)c1csc([C@@H](C[C@H](C(C)C)N(C)C(=O)[C@@H](NC(=O)[C@H]2CCCCN2C)C(C)C)OC(C)=O)n1,-68.8*,3.5*,25.2,15.6,4.2*,6.1*,-13.9*,38.0,27.3
N#C/C(=C\c1cc2ccccc2nc1Cl)C(=O)c1cn(Cc2ccccc2)c2ccc(F)cc12,107.6,96.4,102.2,101.1,95.6,105.1,91.3,96.7,96.7
O=C(O)CCc1c[nH]c2ccc(N(CCCl)CCCl)cc12,103.6,91.6,101.5,97.2,100.7,nt,73.2,99.0,98.0
CC[C@H](C)[C@H](NC(=O)[C@H]1CCCCN1C)C(=O)N(C)[C@H](C[C@@H](OC(C)=O)c1nc(C(=O)N[C@@H](Cc2ccccc2)C[C@H](C)C(=O)OC)cs1)C(C)C,-39.7*,-3.5*,-4.3*,5.1*,4.3*,14.6,-19.8*,49.3,12.6

# Looked up above.
# In NCI-H226, `Clc1ccc(-c2nc(-c3ccc(Cl)cc3)nc(N3CC3)n2)cc1` shows 93.1
# In HCT-15, `CC(=O)Oc1ccccc1C(=O)NCCC[Se]C#N` shows -30.6*
# In NCI-H460, `CC(C#N)c1ccccc1` (configuration not stated) shows 105.7&102.3
# In NCI-H322M, `C[C@]12CCc3sc(NCCc4ccccc4)nc3C1=CC[C@@H]1[C@@H]2CC[C@]2(C)C(=O)CC[C@@H]12` shows 91.9
# In NCI/ADR-RES, `Cc1cc[n+](CCC[n+]2ccc(C)cc2)cc1` shows 110.8
# In HCT-116, `Cc1cccc(NP2(=O)NCCCN2)c1` shows 105.7
